# Screens: PubChem BioAssay, The Scripps Research Institute Molecular Screening Center
# CHRM1 PAM = positive allosteric modulators of human M1 muscarinic receptor. P11229. CHO-K1 hM1, Fluo-8 calcium fluorescence, ACh EC20; 0% = ACh EC20, 100% = maximal ACh. activation, % at 3 µM. hit rate 0.088% among 360,000; in the data active = activation above about 19%, passing the limit was not always enough
# Target sequence (P11229 whole entry, looked up): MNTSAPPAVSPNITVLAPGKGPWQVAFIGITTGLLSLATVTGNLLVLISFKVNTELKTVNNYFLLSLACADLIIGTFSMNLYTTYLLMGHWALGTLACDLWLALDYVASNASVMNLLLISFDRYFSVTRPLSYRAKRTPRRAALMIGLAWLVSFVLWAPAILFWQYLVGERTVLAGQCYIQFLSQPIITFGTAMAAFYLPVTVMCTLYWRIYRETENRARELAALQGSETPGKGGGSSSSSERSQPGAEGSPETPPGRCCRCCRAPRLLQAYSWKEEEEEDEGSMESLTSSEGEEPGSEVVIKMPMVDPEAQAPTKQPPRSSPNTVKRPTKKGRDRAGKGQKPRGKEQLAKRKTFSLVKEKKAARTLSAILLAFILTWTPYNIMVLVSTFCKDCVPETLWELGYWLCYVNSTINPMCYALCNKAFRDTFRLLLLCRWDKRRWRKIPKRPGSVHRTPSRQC
# TAAR1 ag = human TAAR1 agonism. hit rate 0.99% among 360,000. Q96RJ0. CHO RD-HGA16 TAAR1, Fluo-8 calcium fluorescence; vehicle wells 0%, saturating PEA agonist 100%. activation, % at 3 µM;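 active = activation above the mean activation of all test compounds in the run plus 3 SD, cut at about 38% in these data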
#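 Test system: RD-HGA16 (CHO) cells co-expressing Gα16 and hTAAR1 / Benchmarks: DMSO vehicle as 0%, PEA at EC100 as 100% / Repeats: no replicates (n 1) / Measure: % activation from peak over basal fluorescence ratio, DMSO-to-PEA scaled / Timing: 17-24 h plating, Fluo-8 75 min 37 °C, 30 min RT / Technique: kinetic Fluo-8 calcium fluorescence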
# M4 ag = agonists of human muscarinic M4 receptor (CHRM4); CHO-K1 hM4/Gqi5, Fluo-8 calcium fluorescence; vehicle 0%, full acetylcholine response 100%; activation, % at 3 µM; hit rate 0.14% among 360,000;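 active = activation above the run mean over all test wells plus 3 SD, cut at about 32% in these data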;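 note: peak over basal fluorescence ratio per well then scaled between controls; 0% = DMSO wells and 100% = acetylcholine at EC100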
# Target sequence (P08173 whole entry, looked up): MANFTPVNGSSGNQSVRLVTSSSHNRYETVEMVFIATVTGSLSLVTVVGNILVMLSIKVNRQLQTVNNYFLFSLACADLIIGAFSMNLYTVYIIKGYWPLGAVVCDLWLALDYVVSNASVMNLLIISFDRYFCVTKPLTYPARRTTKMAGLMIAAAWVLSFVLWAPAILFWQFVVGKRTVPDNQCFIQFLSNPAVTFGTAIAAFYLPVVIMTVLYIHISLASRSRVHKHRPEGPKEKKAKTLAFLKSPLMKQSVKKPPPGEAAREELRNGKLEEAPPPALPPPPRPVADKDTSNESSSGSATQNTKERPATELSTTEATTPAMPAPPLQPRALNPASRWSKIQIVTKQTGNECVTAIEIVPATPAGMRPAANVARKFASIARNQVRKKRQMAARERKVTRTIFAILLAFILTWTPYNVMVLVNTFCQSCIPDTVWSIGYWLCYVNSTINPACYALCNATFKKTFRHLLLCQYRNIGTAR
# M1 ag = activates human CHRM1 receptor; hit rate 0.33% among 360,000; P11229; activation, % at 3 µM; CHO-K1 hM1, Fluo-8 calcium fluorescence, agonist mode; 0% DMSO, 100% acetylcholine EC100;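 active = activation above the run's mean compound activation plus 3 SD, cut at about 16% in these data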;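 note: peak over basal fluorescence ratio within a 140 s kinetic read after compound addition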
# M1 antag = blocks human M1 muscarinic receptor; CHO-K1 hM1, Fluo-8 calcium fluorescence, ACh EC80 antagonist; AID 588852; inhibition, % at 3 µM; P11229; hit rate 1.3% among 360,000;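 active = percent inhibition above its own plate's cutoff, namely the mean of that plate's compound wells plus 3 SD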;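 note: peak over basal fluorescence ratio during 140 s after agonist addition; 0% = ACh EC80 plus DMSO and 100% = DMSO alone without agonist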
# M5 antag = blocks acetylcholine activation of human M5 receptor. P08912. CHO-hM5 cells, Fluo-8 calcium fluorescence, ACh EC80. inhibition, % at 3 µM. hit rate 0.59% among 360,000. AID 624040;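 active = inhibition above a per-plate cutoff, the mean of that plate's test compounds plus 3 SD, cut at about 27% in these data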;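 note: 0% = acetylcholine EC80 with DMSO and 100% = DMSO without agonist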
# CHRM4 antagonist = blocks acetylcholine activation of human M4 receptor | CHO-hM4 cells, ACh EC80, Fluo-8 calcium fluorescence | inhibition, % at 3 µM | hit rate 0.73% among 360,000 | AID 624125;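 active = inhibition above its plate's cutoff, the mean inhibition of sample wells plus 3 SD, cut at about 27% in these data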;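 note: 0% = acetylcholine EC80 with DMSO and 100% = DMSO without agonist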
# M5 ag = CHRM5 agonism in calcium assay | AID 624037 | hit rate 0.19% among 360,000 | CHO-K1 hM5 cells, Fluo-8 calcium fluorescence; 0% DMSO wells, 100% maximal acetylcholine response | activation, % at 3 µM | P08912;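 active = activation above the run's mean over test compounds plus 3 SD, cut at about 23% in these data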;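 note: signal is peak over basal fluorescence ratio across the kinetic read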
# M5 PAM = positive allosteric modulators of human muscarinic M5 receptor. P08912. CHO-K1 hM5, Fluo-8 calcium, ACh EC20 PAM; 0% = ACh EC20, 100% = ACh EC100. activation, % at 3 µM. hit rate 0.3% among 360,000. AID 624038;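 active = activation above the run cutoff, the mean activation of all test compounds plus 3 SD, cut at about 18% in these data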
#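 Assay system – human M5 receptor in CHO-K1 cells · Read-out – % activation, ACh-normalized · Technique – Fluo-8 calcium fluorescence · Dosing – single-point, 3 µM nominal · Incubation – Fluo-8 loading 80 min at 37 °C plus 30 min room temperature · Repeats – singlicate, one well per test compound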
# Numbers without * were called inactive; x = not tested or not shown. A portion of the library, so the mix of outcomes need not match the whole.
SMILES,CHRM1 PAM,TAAR1 ag,M4 ag,M1 ag,M1 antag,M5 antag,CHRM4 antagonist,M5 ag,M5 PAM
NS(=O)(=O)c1ccc(CCNC(=O)CSc2nc3ccsc3c(=O)n2CCCCC(=O)O)cc1,14.7,10.7,0.7,-7.9,-10.6,-11.0,-5.3,-0.7,0.5
c1ccc(CNc2nc(CN3CCOCC3)nc3scc(-c4ccccc4)c23)cc1,0.7,5.4,-0.2,-5.5,8.3,-2.6,5.4,-4.8,1.4
O=C1c2ccccc2C(=O)N1c1ccc(Br)c2cccnc12,6.7,-1.2,1.5,-8.4,-4.1,-7.8,1.6,-1.9,8.3
O=C1CSC(c2ccccc2F)N1c1ccccc1F (centres undefined),3.5,3.1,-0.5,-9.3,-7.2,5.3,8.4,-5.0,-1.6
COCCN(C(=O)/C=C/c1cccc([N+](=O)[O-])c1)c1c(N)n(Cc2ccccc2)c(=O)[nH]c1=O,13.6,0.3,0.4,-1.0,-18.1,9.3,10.6,-1.7,8.3
COC(=O)[C@H](Cc1ccccc1)NCCCn1cnc(C(=O)Nc2ccc(C)c(C)c2)n1,-6.3,9.4,20.0,5.9,0.4,-4.1,-20.0,5.6,-7.2
N#C/C(=N\Nc1ccc(F)cc1)C(=N)N1CCCCCC1,5.9,5.4,0.8,-6.3,-5.3,5.0,-3.3,-6.5,6.6
O=S1(=O)[C@H]2C[C@@H]3C=C[C@@]2(CN1Cc1cccc(C(F)(F)F)c1)O3,11.8,4.0,1.5,-2.1,-12.7,6.9,-2.4,2.9,0.0
CN(Cc1ccccc1)C(=O)Cn1c(=O)oc2cc(S(=O)(=O)N3CCCC3)ccc21,11.7,1.2,4.2,-2.4,-13.5,4.2,-7.1,3.9,-0.2
COc1cc(Cl)c(C)cc1NC(=O)CSC1=NCCS1,-7.3,-0.3,-0.2,-6.0,10.7,8.3,3.6,-2.4,-11.5
Cc1c(CCOC(=O)c2cc([N+](=O)[O-])cc([N+](=O)[O-])c2)sc[n+]1CC(=O)c1ccc(Br)cc1,-26.2,1.8,0.5,-9.9,80.3*,2.4,29.0*,-10.6,-0.1
CC1(C)CN(C(=S)Nc2ccc(F)cc2F)C1=O,2.1,-2.3,-0.2,-7.8,0.2,1.1,8.8,-4.2,2.8
CCC1=C(OC(=O)N(CC)CC)N2C(=O)OC(=NCC3CC3)[C@]2(Cc2ccccc2)[C@H]2C1=CC[C@H]1C(=O)N(C)C(=O)[C@H]12,6.9,4.4,0.9,-4.7,-3.3,12.6,-0.9,-4.3,3.7
Cc1ccc(Cl)cc1NC(=O)CSc1nnc(C)n1-c1ccccc1,3.6,8.4,-0.8,-3.3,-1.4,0.3,-5.3,0.6,0.2
O=C(CN1CCN(C(=O)c2cccc(F)c2)CC1)Nc1ccccc1F,-2.0,1.5,1.0,-2.5,0.9,12.4,-0.8,-3.1,-3.4
CC(C)(C)C(=O)NC(=S)NNC(=O)c1ccc(-c2ccccc2)cc1,-23.9,x,140.9*,115.1*,102.9*,96.6*,98.5*,101.0*,-39.0
O=C(Nc1ccccc1C(=O)N1CCN(CCO)CC1)c1cccc([N+](=O)[O-])c1,1.8,-0.4,1.3,0.7,-18.1,2.0,-2.5,-3.6,1.7
CC(C)CCOCC(=O)Oc1ccccc1C(=O)O,6.0,7.2,-0.2,-3.4,-8.7,2.7,-6.0,-2.3,5.6
Cc1cc(NC(=O)C(C)N2C(=O)c3ccccc3S2(=O)=O)no1 (centres undefined),3.0,1.6,1.0,-1.1,-4.0,2.1,0.4,1.6,2.4
COC(=O)c1cn(C(=O)c2ccc(OC)c(OC)c2)c2ccccc12,-5.2,3.4,0.4,-3.6,3.3,12.2,-4.0,-1.7,-4.1

# Single records (already shown). Order of values: CHRM1 PAM, TAAR1 ag, M4 ag, M1 ag, M1 antag, M5 antag, CHRM4 antagonist, M5 ag, M5 PAM
# NS(=O)(=O)c1ccc(CCNC(=O)CSc2nc3ccsc3c(=O)n2CCCCC(=O)O)cc1 is entered as 14.7, 10.7, 0.7, -7.9, -10.6, -11.0, -5.3, -0.7, 0.5
# Cc1cc(NC(=O)C(C)N2C(=O)c3ccccc3S2(=O)=O)no1 (centres undefined) is entered as 3.0, 1.6, 1.0, -1.1, -4.0, 2.1, 0.4, 1.6, 2.4
# O=C(Nc1ccccc1C(=O)N1CCN(CCO)CC1)c1cccc([N+](=O)[O-])c1 is entered as 1.8, -0.4, 1.3, 0.7, -18.1, 2.0, -2.5, -3.6, 1.7
# O=C(CN1CCN(C(=O)c2cccc(F)c2)CC1)Nc1ccccc1F is entered as -2.0, 1.5, 1.0, -2.5, 0.9, 12.4, -0.8, -3.1, -3.4

# Continuation.
SMILES,CHRM1 PAM,TAAR1 ag,M4 ag,M1 ag,M1 antag,M5 antag,CHRM4 antagonist,M5 ag,M5 PAM
O=C(O)c1ccc(OCc2occc2C(=O)O)cc1,1.6,3.1,1.2,-3.1,-1.4,-4.3,-12.6,-6.0,-0.2
Cc1sc(NC(=O)Cn2[nH]c(=O)c3ccccc3c2=O)nc1-c1ccccc1,-5.8,0.1,4.1,-7.7,0.5,2.5,-0.5,-2.5,-3.5
CC(C)CC(NC(=O)OC(C)(C)C)c1cn([C@@H](Cc2ccc(O)cc2)C(=O)N2CCN(C(=O)OC(C)(C)C)CC2)nn1 (some centres undefined),-3.0,7.7,3.9,-6.6,10.8,0.9,4.7,-4.0,-2.2
CCN(CC)CCCNC(=O)CNC(=O)c1nn(-c2ccc(OC)cc2OC)c(=O)c2ccccc12,7.8,1.2,-0.1,-2.1,-15.2,-3.3,-6.4,-0.5,1.1
O=C1c2ccccc2S(=O)(=O)N1CC1CC(c2ccc(Cl)cc2)=NO1 (centres undefined),-4.3,14.1,8.4,-3.6,11.1,3.1,20.4,6.1,-12.4
Cc1cccc(-c2noc(CN(C)C(=O)c3ccoc3C)n2)c1,-2.6,0.7,10.3,-1.9,6.7,-13.6,-17.4,5.8,-0.7
CC1CC(C)(C)CC2(C1)NC(=O)N(CC(=O)N1CCN(S(=O)(=O)c3cccs3)CC1)C2=O (centres undefined),10.7,3.9,1.4,-7.9,-4.0,1.0,-14.4,0.1,5.5
COc1ccc(Nc2nnc(SCC(=O)c3cc(C)n(CC4CCCO4)c3C)s2)cc1 (centres undefined),-2.5,5.9,5.7,-1.0,0.4,-3.9,-5.3,-6.0,-17.3
O=P(C1=C(N2CCOCC2)/C(=C\c2ccccc2)CC1)(N1CCOCC1)N1CCOCC1,-3.6,-1.8,2.0,3.6,13.3,8.1,2.9,-0.1,-3.3
CCCCNC(=O)Cn1cnc2c(cnn2-c2ccc(C)cc2)c1=O,11.3,-0.8,0.3,-4.9,-25.8,-16.9,-1.6,5.7,4.3
NC(=O)CSc1nnc(-c2ccc(S(=O)(=O)N3CCCC3)cc2)n1Cc1ccco1,-3.2,x,0.1,-13.7,2.0,1.1,9.9,-2.4,2.6
CC(=O)c1cccc(OCC(=O)OCC(=O)Nc2cc(S(=O)(=O)N3CCCCC3)ccc2C)c1,6.6,12.2,8.0,2.6,-12.3,18.8,-11.4,2.6,-13.0
Cc1cc(C)cc(NC(=O)c2cc(C)nn2C)c1,1.9,7.7,-0.6,-5.8,-1.1,-1.4,1.1,-1.2,-4.5
CC(O)(c1ccc(F)c(F)c1)c1nc(-c2cccc(C(F)(F)F)c2)cs1 (centres undefined),-3.3,-0.3,-0.6,-3.4,-0.8,0.3,-2.2,-0.3,-4.0
O=C(CCCN1C(=O)c2cccc3cccc(c23)C1=O)NCCN1CCOCC1,9.6,-0.2,0.5,-5.3,-8.7,11.0,4.2,-3.0,5.9
COc1ccc(C(CNC(=O)CSc2ccccc2C)N(C)C)cc1 (centres undefined),1.2,-0.4,0.7,-11.8,-15.4,20.3,-8.8,-5.7,-7.3
COCc1nnc(NC(=O)c2ccccc2Oc2ccccc2)s1,-7.1,-1.5,0.1,-3.2,14.5,2.2,-16.0,6.8,-0.5
Cc1cc(NC(=O)CS(=O)(=O)c2ccc(F)cc2)no1,4.3,9.1,1.1,-0.7,-6.0,-12.1,-16.1,-4.1,15.2
CCN(CC)CCN(C(=O)/C=C/c1cccs1)c1nc2ccc(C)cc2s1,8.2,1.2,3.5,-1.6,-0.9,-15.3,-16.3,-2.8,6.7
O=C(Nc1ccc(F)cc1F)Nc1csc2ccccc12,-8.0,12.4,11.9,-0.4,16.0,32.8*,6.1,-1.8,-31.2
CC1CCN(CCn2c(=S)[nH]c3cc4c(cc3c2=O)OCO4)CC1,7.0,-0.3,4.8,-7.8,-10.2,5.9,-1.4,-0.4,-4.6
COc1ccc(OCC(=O)NC(=S)Nc2ccc3c4c(cccc24)CC3)cc1,-0.9,35.9,0.6,-0.8,8.2,-5.0,-6.7,-0.2,9.2
COc1ccc(C(=O)NCC(=O)OCC(=O)c2ccc3c(c2)NC(=O)CO3)cc1,4.3,2.4,5.7,-4.0,-6.5,15.0,4.7,0.0,-7.7
COCCNC(=S)N=Nc1c(O)[nH]c2c(C)cc(C)cc12,9.5,-1.4,-0.1,-3.8,-5.4,12.1,-10.1,-3.8,-1.4
COc1ccccc1OCCn1c(CO)nc2ccccc21,10.6,0.8,1.2,-5.3,-10.1,-1.8,-2.3,-2.7,-0.8
COCCN1C(=O)CCC1(C)c1nnnn1-c1c(C)cccc1C (centres undefined),x,1.7,1.4,x,x,6.3,-5.1,0.3,-4.8
COc1ccccc1CNC(=O)c1oc2ccc(S(=O)(=O)N3CCOCC3)cc2c1C,9.5,7.6,9.8,-2.5,-7.5,10.0,-15.1,3.6,-3.6
O=C(/C=C/c1cccc([N+](=O)[O-])c1)N1CCN(C(=O)c2ccco2)CC1,4.2,-0.7,0.4,-5.3,-4.2,-5.8,1.6,0.3,-1.0
Cc1ccc(C)c(CC(=O)N2CCCC(c3cc(C(=O)NCc4cccnc4)no3)C2)c1 (centres undefined),5.8,0.9,4.2,-4.8,-18.7,-3.7,-24.8,0.1,-1.3
Oc1ccc(Cl)cc1CNCc1ccc(Cl)cc1,6.0,48.8*,8.1,10.8,-8.3,8.7,-1.3,11.4,-0.2
O=S(=O)(c1ccc(F)cc1)N1CCC2(CC1)OCCN2S(=O)(=O)c1cccs1,0.6,5.0,5.6,2.5,-5.2,11.9,8.2,-0.3,-6.0
CN(/N=C/c1cc([N+](=O)[O-])ccc1O)c1ccccc1,8.9,7.3,0.7,-4.1,-8.6,-2.4,-1.6,-2.0,2.4
Cc1c(C(=O)Nc2nc3ccccc3[nH]2)oc2ccccc12,1.3,4.5,6.6,0.5,-8.4,-5.8,-34.8,-0.3,-8.7
Cc1ccc(CNC(=O)COC(=O)c2ccc(S(=O)(=O)N3CCCC3)cc2)cc1,-5.6,7.7,2.4,-4.8,8.7,2.4,-0.4,-7.8,22.4*
COc1cccc(C(=O)Nc2ccc(NC(C)=O)cn2)c1,-0.2,10.7,1.1,-2.9,-2.4,4.8,-10.3,-3.3,5.7
Cc1nnc(NC(=O)c2ccccc2NC(=O)c2ccccc2)s1,-9.7,3.2,17.8,1.6,18.0,15.6,8.1,3.2,-16.3
COc1ccccc1C1C2=C(COC2=O)Nc2cc3c(cc21)OCO3 (centres undefined),9.6,22.2,1.3,-3.1,-4.3,-1.7,-7.8,-6.2,3.6
